Bioassay records: PubChem, National Center for Advancing Translational Sciences (NCATS)
ALOX12 inh: blocks human arachidonate 12S-lipoxygenase. P18054. purified 12hLO, xylenol orange hydroperoxide absorbance. Potency, µM (titrated, usually from 108 µM), without a hit: at the highest dose activity change, negative = inhibition, usual class: inhibitors. 580,000 tested, 1.1% active; active = well fitted inhibition curve with a large enough effect; inconclusive = small, poorly fitted or top-dose-only effect, or another doubt; inactive = no such curve, though single readings can be large or run the other way
Target sequence (P18054 whole entry, looked up): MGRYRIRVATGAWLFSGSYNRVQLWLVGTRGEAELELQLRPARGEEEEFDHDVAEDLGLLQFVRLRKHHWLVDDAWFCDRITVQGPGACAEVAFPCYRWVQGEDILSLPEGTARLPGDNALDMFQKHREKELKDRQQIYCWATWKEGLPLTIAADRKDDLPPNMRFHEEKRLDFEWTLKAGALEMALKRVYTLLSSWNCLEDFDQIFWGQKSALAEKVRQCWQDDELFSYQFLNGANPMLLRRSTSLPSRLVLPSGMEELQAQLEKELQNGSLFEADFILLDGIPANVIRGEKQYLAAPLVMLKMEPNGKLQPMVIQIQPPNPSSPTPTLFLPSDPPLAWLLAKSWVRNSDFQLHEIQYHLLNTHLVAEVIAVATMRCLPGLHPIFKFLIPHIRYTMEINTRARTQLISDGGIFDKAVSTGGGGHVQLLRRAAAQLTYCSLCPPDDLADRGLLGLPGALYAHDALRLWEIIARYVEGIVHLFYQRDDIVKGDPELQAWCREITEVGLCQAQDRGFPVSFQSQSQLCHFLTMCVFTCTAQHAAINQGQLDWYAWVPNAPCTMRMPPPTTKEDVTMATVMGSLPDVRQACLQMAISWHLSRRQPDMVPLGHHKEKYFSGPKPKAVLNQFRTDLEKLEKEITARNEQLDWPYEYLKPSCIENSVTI
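Purified human 12hLO at 150 nM in 25 mM Hepes, 0.01% Triton X-100, pH 7.0, preincubated 15 min at room temperature with compound. Reaction started with 40 uM arachidonic acid, 30 min at room temperature. Hydroperoxide measured by Fe-xylenol orange, 573/405 nm absorbance ratio.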
Numbers without * were called inactive; ? = inconclusive; [ ] = remark or other dose. % is set by controls: 0 for no effect and ±100 for the full control effect; potency is the fitted concentration of half-maximal effect. Not all compounds are listed (hit frequency here may not be typical).

ALOX12 inh	compound
?	O=C(NCc1ccc(-c2nc3ccccc3s2)o1)c1ccc(F)cc1F
29%	COC[C@@H]1CN(S(C)(=O)=O)C[C@H]1c1ccncc1
-5%	CC1CCCN(c2nc3c(c(=O)[nH]c(=O)n3C)n2CCCSc2nc3ccccc3o2)C1 (stereo unspecified)
24%	Cc1ccsc1/C=C(/CC(=O)O)c1nc2ccccc2o1
-17%	Nc1[nH]c(C(=O)c2ccccc2)c(-c2cccc3ccccc23)c1C(=O)c1ccc(Br)cc1
36%[activator]	Cc1nn(-c2ccc(=O)[nH]n2)c2c1C(c1ccc3nccnc3c1)CC(=O)N2 (stereo unspecified)
51%[activator]	O=C(NC1CCCCCC1)C1CCN(C(=O)c2ncn3c2COC(c2ccc(Cl)cc2)C3)CC1 (stereo unspecified)
41%[activator]	O=C(CN1CCCC1c1ccc2c(c1)OCCCO2)Nc1c(F)cccc1F (stereo unspecified)
32%	COc1cccc(C(=O)Nc2ccc(C3(C)CC=NO3)cc2)c1 (stereo unspecified)
-12%	O=C(CC1CCCCC1)NCc1nnc2cc(-c3nc(C4CC4)no3)ccn12
8%	NC1(C(=O)N2CCCC(N3CCN(c4cccc(Cl)c4)CC3)C2)CC1 (stereo unspecified)
22%	CN(CCc1noc(C2CN(C(=O)c3ccncn3)C2)n1)C(=O)C1CC1
-2%	COCCN1C(=O)CN(S(C)(=O)=O)CC1(C)C(=O)Nc1c(C)cccc1C (stereo unspecified)
39%	CCc1ccc(-c2nc(-c3nc(-c4ccc(C)cc4C)cs3)sc2C)cc1
-4%	Cc1ccsc1CNC(=O)Cc1ccc(F)cc1
-3%	CC(C)(C)c1ccc(C2CC2C(=O)N/N=C/c2ccc(Cl)cc2)cc1 (stereo unspecified)
0%	CCONC(=O)COC(c1ccccc1)c1ccccc1
-14%	O=C(O)/C=C/c1ccc(Oc2ccc(Cl)cc2)cc1
1%	O=C(NCc1ccc(F)cc1F)c1nnn2c1COC(c1ccc(Cl)cc1)C2 (stereo unspecified)
-5%	COc1cc(F)ccc1-c1cc(C(=O)NCc2c(C)cc(C)[nH]c2=O)c2c(c1)N(C(C)C)CCO2
2%	CCOC(=O)N1CCN(C(C(=O)NC2CCCC2)C(C)C)CC1 (stereo unspecified)
37%[activator][176 µM]	Cc1cc2nc(CO[C@H]3CN(C4CCOCC4)C[C@H]3F)[nH]c2cc1C
74%[activator][176 µM]	CC1=C[C@@H](CNC2CCOCC2)[C@H](C(C)C)C[C@H]1Cc1nc2ccccc2n1C
?	CCN(CC(=O)Nc1ccccc1OC)C(=O)c1ccc(-c2cc(Cl)ccc2Cl)o1
-65%	COc1cc2c(cc1C(C)=O)C1CCC3(C)C(OC(C)=O)CCC3C1CC2 (stereo unspecified)
17%	COc1ccc(S(=O)(=O)N2CCCC(Cn3c(C)nc4cccnc43)C2)cc1OC (stereo unspecified)
14%	CC1(C)CN(C(=O)c2ccnc(-n3cnnc3)c2)CC1(C)O (stereo unspecified)
60%[activator][176 µM]	CC1(c2ccccc2)N(Cc2ccccc2)C(=O)OC12CCN(c1ccncc1)CC2 (stereo unspecified)
-2%	C#Cc1cccc(NC(=O)C2CCCCC2)c1
-12%	COc1ccc(NC(=O)Cn2c(SCc3cccc(C)c3)nc3ccncc32)c(OC)c1OC
105%[activator]	O=S(=O)(N[C@H]1CO[C@H]2[C@@H]1OC[C@@H]2n1nnnc1Oc1ccc(-n2ccnc2)cc1)c1ccc2ccccc2c1
5%	c1ncc(-c2ccc3c(c2)OCO3)c(NCCc2cnc[nH]2)n1
?	Cc1ccc(-c2noc([C@@H]3CCCN3C(=O)CCCc3ccccc3)n2)cc1
?	Cn1c(=O)[nH]c(=O)c2c1nc(NCCCO)n2Cc1ccccc1
-2%[176 µM]	Cc1ccccc1-c1cc(C(=O)NCc2cccnc2)c2c(c1)ncn2C
?	O=c1c(-c2cc(F)cc(F)c2)nc2cnc(N3CCNCC3)nc2n1C1CC1
22%	CCOc1cc(C)c(Cl)cc1S(=O)(=O)N1CCCCC1CC (stereo unspecified)
54%[activator]	Cc1c(NC(=O)CN(c2ccc(Cl)cc2)S(C)(=O)=O)c(=O)n(-c2ccccc2)n1C
30%	COc1ccc(CC(=O)NC2CCc3nnc(C)n3CC2)cc1 (stereo unspecified)
?	CC(Sc1cc(-c2ccccc2)ncn1)C(=O)Nc1ccccc1 (stereo unspecified)

As entered above.
C#Cc1cccc(NC(=O)C2CCCCC2)c1 in ALOX12 inh is listed with -2%
Cc1ccccc1-c1cc(C(=O)NCc2cccnc2)c2c(c1)ncn2C in ALOX12 inh is listed with -2%[176 µM]

Arranged by SMILES length (high to low): part of the list above
ALOX12 inh	compound
105%[activator]	O=S(=O)(N[C@H]1CO[C@H]2[C@@H]1OC[C@@H]2n1nnnc1Oc1ccc(-n2ccnc2)cc1)c1ccc2ccccc2c1
-5%	COc1cc(F)ccc1-c1cc(C(=O)NCc2c(C)cc(C)[nH]c2=O)c2c(c1)N(C(C)C)CCO2
54%[activator]	Cc1c(NC(=O)CN(c2ccc(Cl)cc2)S(C)(=O)=O)c(=O)n(-c2ccccc2)n1C
74%[activator][176 µM]	CC1=C[C@@H](CNC2CCOCC2)[C@H](C(C)C)C[C@H]1Cc1nc2ccccc2n1C
-12%	COc1ccc(NC(=O)Cn2c(SCc3cccc(C)c3)nc3ccncc32)c(OC)c1OC
?	CCN(CC(=O)Nc1ccccc1OC)C(=O)c1ccc(-c2cc(Cl)ccc2Cl)o1
17%	COc1ccc(S(=O)(=O)N2CCCC(Cn3c(C)nc4cccnc43)C2)cc1OC (stereo unspecified)
?	Cc1ccc(-c2noc([C@@H]3CCCN3C(=O)CCCc3ccccc3)n2)cc1
37%[activator][176 µM]	Cc1cc2nc(CO[C@H]3CN(C4CCOCC4)C[C@H]3F)[nH]c2cc1C
-65%	COc1cc2c(cc1C(C)=O)C1CCC3(C)C(OC(C)=O)CCC3C1CC2 (stereo unspecified)
-2%[176 µM]	Cc1ccccc1-c1cc(C(=O)NCc2cccnc2)c2c(c1)ncn2C
?	Cn1c(=O)[nH]c(=O)c2c1nc(NCCCO)n2Cc1ccccc1
14%	CC1(C)CN(C(=O)c2ccnc(-n3cnnc3)c2)CC1(C)O (stereo unspecified)
2%	CCOC(=O)N1CCN(C(C(=O)NC2CCCC2)C(C)C)CC1 (stereo unspecified)
?	CC(Sc1cc(-c2ccccc2)ncn1)C(=O)Nc1ccccc1 (stereo unspecified)
22%	CCOc1cc(C)c(Cl)cc1S(=O)(=O)N1CCCCC1CC (stereo unspecified)
30%	COc1ccc(CC(=O)NC2CCc3nnc(C)n3CC2)cc1 (stereo unspecified)
-2%	C#Cc1cccc(NC(=O)C2CCCCC2)c1

(further entries)
ALOX12 inh	compound
?	Cc1ccc(CNC(=O)C2CCN(Cc3ccc(C(F)(F)F)cc3)CC2)cc1
?	O=C(c1ccccc1F)N1CCn2c(nnc2C2CCNCC2)C1
21%	CCO[C@H]1CN(C(=O)c2ccc(-n3ccnc3)cc2)C[C@@H]1O
-4%	Cc1ccc(Cl)cc1NC(=O)N1CCC(n2cnnc2C2CC2)C1 (stereo unspecified)
18%	CNC(=O)NC(=O)CN(C1CCCC1)C1CCCC1
-5%[57.4 µM]	COc1ccccc1CN1CCC2(CCNCC2)CC1
?	CS(=O)(=O)c1ccccc1NC(=O)COc1ccccc1C(N)=O
?	CC1CN=C(c2cc(Cl)c(N)c(Cl)c2)c2c3ccc(C(F)(F)F)cc3nn21 (stereo unspecified)
28%	COC1CN(c2cccc(F)c2)C12CCN(C(=O)CC(C)C)CC2 (stereo unspecified)
?	CC(C)C[C@@H](N)C(=O)N1CCC2(CC1)Nc1ccccc1NC2=O
1%	CC(=O)N1CC(=O)N2[C@@H](CO)[C@@H](c3ccc(Br)cc3)[C@@H]2C1
-3%	CCOc1ccc(S(=O)(=O)c2cn(Cc3ccccc3C)c3cc(OC)c(OC)cc3c2=O)cc1
30%	CC(C)CC(=O)N1CCCC(c2noc(COc3ccccc3F)n2)C1 (stereo unspecified)
7%	CNC(=O)c1nn(CC(=O)N(CCc2ccccc2)Cc2ccccc2)c(=O)c2ccccc12
?	CCC(CC)C(=O)n1ccn(S(=O)(=O)c2ccc(C)cc2)c1=O
5%	O=S(=O)(NC(c1ccccc1)c1cccs1)c1cccs1 (stereo unspecified)
19%[176 µM]	O=C(NCCOc1ccccc1)c1cnc2c(c1)N(C(=O)Cc1ccc(O)cc1)CCC2
11%	CCOCCOC1CCN(C(=O)c2ccccc2OC)CC1
34%[activator]	CN1C(=O)c2cccn2CC1C(=O)Nc1ccc(F)cc1F (stereo unspecified)
37%	CC(=O)N1CCCC1c1nc(C2CN(Cc3cc(F)c(F)cc3F)C2)no1 (stereo unspecified)
?	O=C(Cc1ccc(F)cc1)N1CCCC(c2nn(-c3ccc(Cl)cc3)c(=O)[nH]2)C1 (stereo unspecified)
16%	O=c1c2cnc(N3CCCCC3)nc2ccn1-c1ccc(F)cc1
7%	CCOc1ccc(/C=C\C(=O)NC23CC4CC(CC(C4)C2)C3)cc1
138%[activator]	Cn1c2c(c3ccccc31)CN(C(=O)NC1CCCCC1)CC2
-2%	C=CCOc1ccc(/C=C/C(=O)c2ccc(C#N)cc2)cc1
-5%	CCOc1ccc2nc(N3CCCC(C(=O)NCCc4ccc(OC)c(OC)c4)C3)sc2c1 (stereo unspecified)
4%	Cc1nc(C2CCCCN2C(=O)NC2CCCCC2)n[nH]1 (stereo unspecified)
12%	Cc1c(C(=O)NCCN2CCOCC2)cnn1-c1nccc(-c2cc3ccccc3o2)n1
1%[176 µM]	CC(=O)NC1(C)CN(c2ccc(OC(F)(F)F)cc2)C1
?	Cc1ccc(N2CCC(NC(=O)c3cccc(Br)c3)C2=O)cc1 (stereo unspecified)
1%	O=C(CSc1nnnn1C1CC1)N1CCN(S(=O)(=O)c2cccc(C(F)(F)F)c2)CC1
-8%	O=C(CSc1cc(C(=O)NC2CC2)c2ccccc2n1)NCC1CCCO1 (stereo unspecified)
32%[activator]	CCN(CC)CCNC(=O)c1ccc(CN2CC(=O)N3CCCC3C2=O)cc1 (stereo unspecified)
4%	COCCn1cnc2c1c(=O)n(CC(=O)Nc1ccc3c(c1)OCCO3)c(=O)n2CC(C)C
0%	COC(=O)/C(C#N)=C\c1cc(Br)ccc1OCc1c(Cl)cccc1Cl
16%	O=C(O)C[C@@H]1CCN(S(=O)(=O)c2ccccc2)C[C@@H]1CCN(CCN1CCOCC1)c1ccccc1
-19%	COc1ccc(/C=C2\Oc3cc(OS(C)(=O)=O)ccc3C2=O)cc1
?	Cc1cccc(C(=O)N2CCC(c3nc4cc(C(F)(F)F)ccc4s3)CC2)n1
5%	O=C(NCc1ccccc1)N1CCC(N2C(=O)C3(CCCC3)C2c2ccccc2)CC1 (stereo unspecified)
2%	COc1ccc(Cl)cc1NC(=O)C(CC(C)C)N1Cc2ccccc2C1=O (stereo unspecified)
?	Cn1c(=O)ccn(CC(=O)Nc2nccs2)c1=O
5%	COCCCNC(=O)N1CCCC(c2[nH]ccc2C(N)=O)C1 (stereo unspecified)
35%	COCC(=O)N[C@H]1C[C@@H](CO)N(Cc2ccc(C)s2)C1
33%[activator][176 µM]	CC#CCn1cc2c3c(cccc31)[C@H](CC(C)C)N[C@H](C(=O)NCc1ccccc1)C2
?	CC(=O)NCc1ccc(C(=O)CCl)o1
3%	O=C(NC1CCN(c2cc(-c3ccc(Cl)cc3)[nH]n2)C1)c1ccc2cc[nH]c2c1 (stereo unspecified)
15%	COc1ccc(CN2CCc3nc(C)nc(-c4ccc(O)cc4)c3C2)cc1
12%[176 µM]	CN(C(=O)Cc1c[nH]c2ncc(-c3cnn(C)c3)cc12)c1ccccc1
57%[activator]	Cc1nn(-c2ccc(F)cc2)c(Oc2ccc(F)cc2F)c1CCC(=O)N(C)C(C)C
11%	CC(=O)/C(=C1\NC(C)(C)Cc2cc(C)c(C)cc21)c1ccccc1
0%	O=S(=O)(Nc1nc2ccccc2nc1NCc1ccc(Cl)cc1)c1cccc2nsnc12
?	O=C(NCCc1csc(-c2cccnc2)n1)C1NCCc2[nH]cnc21 (stereo unspecified)
?	OC[C@@H]1O[C@H](CNCc2ccc(F)cc2)[C@H](N2CCN(c3ccccc3)CC2)[C@@H]1O
0%	COc1ccc(Cl)cc1-c1nc(SCC(=O)NC(C)(C#N)C(C)C)n[nH]1 (stereo unspecified)
-2%	O=C1c2ccccc2C(c2nnnn2-c2ccc3c(c2)OCCO3)N1Cc1ccc2c(c1)OCO2 (stereo unspecified)
40%[activator]	Cc1ccc(C)c(Oc2coc3cc(OCC(=O)OCC(C)C)ccc3c2=O)c1
-2%[6.33 µM]	CS(=O)(=O)N1CCn2cc(C(=O)Nc3ccc(Cl)cc3Cl)nc2C1
24%	COc1cc(=O)n2c(c1C(=O)NCc1cccc(C(F)(F)F)c1)CCCC2
12%	O=C(O)CCc1c(O)ccc2ccccc12
55%[activator]	Cc1nc2c(c(-c3ccc(Cl)cc3)n1)CN(C(=O)c1ccccc1)CC2

Next part:
ALOX12 inh	compound
46%[activator][176 µM]	c1cncc(CN2CCC[C@H]2c2nc(-c3ccnc(N4CCCC4)c3)no2)c1
?	CNC(=O)CN1c2ccc(Br)cc2-c2ccccc2S1(=O)=O
-6%[176 µM]	Cc1ccccc1[S+](=O)([O-])N1CCC2(CC1)OCCN(Cc1ccccc1)C2=O
0%[12.5 µM]	CC1(C(=O)O)CCN(C(=O)c2ccc(F)cc2)CC1
10%	CCOC(=O)c1nc(NCc2ccc(F)cc2)c2ccccc2n1
3%	Cc1cc(F)ccc1OC1CN([S+](=O)([O-])c2cccc(C(F)(F)F)c2)C1
5%	Cn1ccnc1C(=O)c1ccc(NC(=O)C(=O)NC2CCCCC2)cc1
49%[176 µM]	O=C(c1ccccc1Cl)N1CCC(N2CCCNC2=O)CC1
-18%	COCCNC(=O)c1ccc2c(c1)N(C)C(CC(=O)N1CCCC1)CO2 (stereo unspecified)
